High-throughput results: PubChem BioAssay, several laboratories
aSyn 5UTR inh: MLPCN primary screen, SNCA 5' untranslated region | inhibition, % (tested at 7.5 µM) | alpha-synuclein 5'UTR reporter, inhibitor activity | actives 0.82% (n = 300,000) | AID 1813; in the data active = inhibition above about 60%;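 also: H4 neuroglioblastoma cells stably carrying SNCA 5'UTR luciferase fusion; 0% = DMSO wells and 100% = positive control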
HIF act: HIF pathway transcriptional activation. U2OS HRE-luciferase reporter, luminescence; normalized: DMSO 0%, desferrioxamine 100%. activation, % at 7.5 µM (by protocol). actives 0.32% (n = 300,000);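 active = mean activation of at least 10% of the iron chelator positive control signal, with at least half of replicates also reaching 10%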
GSK3 alpha inh: human GSK-3 alpha kinase inhibition. P49840. ADP-Glo luminescence, 60 min. inhibition, % at 10 µM. actives 0.1% (n = 320,000). AID 2650;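 in the data active = inhibition above about 50%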;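 also: GST-tagged GSK-3 alpha with peptide substrate and 25 µM ATP; 0% = DMSO neutral wells and 100% = GW8510 positive control wells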
Target sequence (P49840 whole entry, looked up): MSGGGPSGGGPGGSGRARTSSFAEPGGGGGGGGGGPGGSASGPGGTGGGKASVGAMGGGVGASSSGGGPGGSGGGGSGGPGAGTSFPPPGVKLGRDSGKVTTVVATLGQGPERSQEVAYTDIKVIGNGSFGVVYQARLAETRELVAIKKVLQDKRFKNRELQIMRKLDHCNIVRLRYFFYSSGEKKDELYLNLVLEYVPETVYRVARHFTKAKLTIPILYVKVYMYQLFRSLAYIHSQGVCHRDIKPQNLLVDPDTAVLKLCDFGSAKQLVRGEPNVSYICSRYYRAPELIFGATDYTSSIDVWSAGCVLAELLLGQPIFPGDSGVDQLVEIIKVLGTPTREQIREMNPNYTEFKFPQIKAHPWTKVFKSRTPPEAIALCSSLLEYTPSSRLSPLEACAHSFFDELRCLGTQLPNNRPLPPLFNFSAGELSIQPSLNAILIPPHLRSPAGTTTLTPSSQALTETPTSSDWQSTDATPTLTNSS
HSF1 activator: increases HSF-1 driven luciferase reporter signal. activation, % at 9 µM. actives 1.7% (n = 300,000). NIH3T3-HGL HSF-1 luciferase reporter, MG132, 8 h; 100% = twice DMSO control signal. AID 504408;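 active = mean replicate activation of at least 50% with a set share of replicates each reaching 50%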;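 also: 0% = median of the neutral control wells and 100% = twice that signal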
GSK3B inh: inhibitors of human GSK3beta kinase. actives 0.038% (n = 300,000). P49841. GST-GSK3beta kinase, ADP-Glo luminescence, 60 min; stronger effect = lower value. activity score (negative = inhibition), % at 10 µM. AID 2097;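 active = more than half of replicate wells score below -50%, meaning over 50% inhibition versus plate controls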;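 also: 0% = median DMSO wells and -100% = median GW8510 positive control wells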
Target sequence (P49841 whole entry, looked up): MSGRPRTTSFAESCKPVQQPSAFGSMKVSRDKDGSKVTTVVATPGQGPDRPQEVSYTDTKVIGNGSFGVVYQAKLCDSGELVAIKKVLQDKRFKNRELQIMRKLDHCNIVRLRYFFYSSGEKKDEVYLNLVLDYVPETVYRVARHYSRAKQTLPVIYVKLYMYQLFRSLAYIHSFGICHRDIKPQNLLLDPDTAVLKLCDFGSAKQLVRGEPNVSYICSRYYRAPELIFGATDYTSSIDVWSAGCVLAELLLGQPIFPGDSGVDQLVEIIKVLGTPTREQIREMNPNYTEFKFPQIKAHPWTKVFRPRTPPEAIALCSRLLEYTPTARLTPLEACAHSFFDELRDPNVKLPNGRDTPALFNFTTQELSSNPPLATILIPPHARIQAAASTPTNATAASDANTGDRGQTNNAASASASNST
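Test system: GST-tagged human GSK3beta kinase, cell-free; evaluation: activity score scaled between in-plate DMSO and GW8510 controls; measured by: ADP-Glo luminescence; incubation: 60 min reaction, RT; benchmarks: DMSO and 20 µM GW8510; reagent: peptide substrate plus 25 µM ATP (final); medium: Tris/MgCl2 kinase buffer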
HSF1 inh: HSF1 inhibition | activity change, negative = inhibition, % at 7.5 µM (by protocol) | actives 0.77% (n = 300,000) | AID 2098 | NIH3T3-HGL HSE-luciferase, MG132-induced, luminescence 8 h; stronger effect = lower value;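 active = more than half of replicate wells show activity change below -50%, luminescence cut by over half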;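 also: luciferase reports HSF-1 transcriptional activity via heat shock element; 0% = median of DMSO wells and -100% = zero luminescence signal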
AI-2 QS mod: modulators of Vibrio harveyi AI-2 quorum sensing system | Vibrio harveyi JMH597 AI-2 luminescence/OD600 ratio, 9 h; stronger effect = lower value; strain lacks LuxN and CqsS sensors; 0 = neutral-control median | activity change, % at 7.5 µM | actives 0.4% (n = 300,000); in the data active = activity change below about -75%, passing the limit was not always enough;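 also: luminescence divided by OD600 gain over 9 h not by final OD600 alone; inactives centre near 13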
KLF5 inh: suppresses KLF5 promoter-driven expression. DLD-1 KLF5 promoter-luciferase reporter, luminescence. inhibition, % at 5 µM. actives 0.23% (n = 290,000);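 active = inhibition above a per-plate limit of that plate's mean compound inhibition plus 3 SD, cut at about 60% in these data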;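 also: 0% = DMSO wells and 100% = LY294002 at 200 µM; higher means less KLF5 promoter-driven luciferase light; inactives centre near -14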
IEC-6 cytotox: IEC-6 cytotoxicity, counter-screen for KLF5 inhibitors | actives 0.78% (n = 290,000) | inhibition, % at 5 µM | AID 1825 | luminescence viability; in the data active = inhibition above about 22%;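 also: 0% = plate median of test compound wells and 100% = cytotoxic reference compound wells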
HSP90 refold inh: HSP90 refolding inhibition in rabbit reticulocyte lysate; AID 1789; luciferase refolding luminescence, 3 h; inhibition, % at 5.6 µM; actives 0.91% (n = 290,000);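 active = inhibition above the screen-wide mean plus 3 SD, computed separately per campaign, cut at about 16% in these data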;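 also: 0% = DMSO wells and 100% = 60 µM geldanamycin wells; inhibitors lower the luminescence because luciferase stays unfolded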
Starred values were filed as active, the others as inactive; x = not tested or not shown.

SMILES	aSyn 5UTR inh	HIF act	GSK3 alpha inh	HSF1 activator	GSK3B inh	HSF1 inh	AI-2 QS mod	KLF5 inh	IEC-6 cytotox	HSP90 refold inh
CC(O)C(=O)NCCOCCOCCNC(=O)C(C)O (centres undefined)	10.1	-0.2	-2.0	-13.9	-3.6	-6.9	16.2	-9.0	4.3	1.4
COCCCn1[nH]c2c3c(ccc2c1=O)C(=O)c1ccccc1C3=O	-16.3	-0.1	9.7	17.7	1.6	18.9	29.9	-12.3	4.2	5.1
COc1ccc(OCC(=O)N2CCN(C(=O)Cc3ccccc3)CC2)cc1	-15.8	-0.3	-0.2	-6.5	-2.7	-2.4	13.1	-8.7	-4.4	-0.9
Cc1ccc([N+](=O)[O-])c2cccnc12	-7.3	0.2	-1.0	-12.2	1.1	-1.4	18.1	-25.3	1.1	-3.0
COC(=O)C1=NN(c2cccc(C)c2)C2C(=O)N(c3ccccc3OC)C(=O)C12 (centres undefined)	33.7	0.0	0.6	-10.6	0.3	4.0	3.6	-32.4	-4.5	5.4
Cc1cc2cc3c(cc2nc1SCC(=O)N1CCN(C(=O)c2ccco2)CC1)OCO3	32.7	0.1	-0.1	2.1	-4.4	2.4	3.1	-10.6	-6.2	0.0
COc1ccc(CCNc2ccc(S(=O)(=O)N3CCCC3)cc2[N+](=O)[O-])cc1	-12.2	-0.4	-3.1	7.4	-2.1	0.7	21.4	1.2	-3.7	1.6
N#CC1=C(N)N(c2ccc(Cl)c(Cl)c2)C(=O)C1	-17.0	0.2	3.1	4.9	-1.1	-2.7	7.4	-25.3	-2.3	-2.9
CC(OC(=O)c1cc(Cl)ccc1[N+](=O)[O-])C(=O)NC(C)c1ccc(F)cc1 (centres undefined)	-19.3	-0.1	-2.4	15.4	1.3	0.5	12.7	-12.5	-0.9	-2.8
O=C(Nc1ccc(-c2cn3c(n2)SCC3)cc1)c1ccc2c(c1)OCO2	-86.5	1.4	-0.7	-2.7	1.7	-1.9	10.0	-47.8	-4.5	-2.1
COC(=O)c1ccc(C)c(NS(=O)(=O)c2ccc(OC)c(OC)c2)c1	0.3	-0.5	-1.3	0.0	-4.1	3.2	-4.4	-28.3	-9.3	-2.8
O=C(O)C1C2C=CC(C2)C1C(=O)Nc1cccc(Cl)c1 (centres undefined)	4.2	0.5	-0.1	-13.3	-1.9	-6.4	4.8	-15.1	1.2	0.4
COc1cccc(C2(O)CC(C(F)(F)F)=NN2C(=O)c2ccccn2)c1 (centres undefined)	-112.7	0.9	0.1	19.8	-1.5	18.9	4.7	-50.6	6.0	-0.4
COc1cc(C(C(=O)NC(C)(C)C)N(C(=O)CNC(=O)c2cccs2)c2cccnc2)cc(OC)c1OC (centres undefined)	0.4	-0.1	-1.1	-3.3	-0.2	-7.8	20.0	-43.4	-2.3	-1.5
Cc1ccnc(NS(=O)(=O)c2ccc(NC(=O)c3ccc(S(=O)(=O)N4CCOCC4)cc3)cc2)n1	6.0	-0.1	-2.5	-2.0	1.8	-7.2	20.7	14.3	-7.4	-4.5
O=C1C(=O)N(CCN2CCOCC2)C(c2ccc([N+](=O)[O-])cc2)/C1=C(/O)c1ccc2c(c1)OCO2 (centres undefined)	-24.1	0.5	0.1	6.9	-0.1	-5.7	20.4	3.3	-0.8	3.9
COCCNC(=S)NNC(=O)c1ccc(-n2cnnn2)cc1	-25.5	-0.2	-1.4	6.4	0.1	2.1	15.1	-16.7	5.2	2.1
COc1ccc(C(=O)Cn2cnc3ccccc3c2=O)cc1OC	7.9	0.0	-2.3	0.1	0.4	-1.1	26.5	-6.8	-1.3	-4.5
C=CCN=C1SC(CC)C(=O)N1S(=O)(=O)c1ccc(C)cc1 (centres undefined)	28.3	-0.2	-0.9	7.3	-0.3	3.1	9.6	-15.3	-6.1	0.7
CC(Sc1nnc(-c2cccnc2)n1-c1ccccc1)C(=O)NCc1ccc2c(c1)OCO2 (centres undefined)	-71.5	1.4	1.1	-4.3	1.8	-0.3	5.8	-7.0	-0.6	0.6
Cc1ccnc(N2CCC(C(=O)NNC(=O)c3ccccc3)CC2)n1	22.4	0.3	-2.3	-1.0	0.5	-4.7	13.8	28.5	9.0	-3.7
CNC(=S)N/N=C/c1ccco1	8.3	-0.6	-1.7	12.9	-1.0	-2.4	16.4	-2.2	-10.4	3.5
CCc1nn(CC(=O)NCCCc2ccccc2)c(=O)c2cc3cc(F)ccc3n12	-8.1	0.0	1.5	0.7	3.0	-4.6	48.4	-22.8	-2.1	-1.9
Cc1cccc(C)c1NC(=O)CSc1nnnn1-c1ccc(C(=O)O)cc1	-8.7	0.0	-3.1	-1.6	-1.5	-3.7	13.6	-22.0	3.8	2.3
O=C(/C=C/c1ccco1)c1ccc(NC(=O)C23CC4CC(CC(C4)C2)C3)cc1	-20.1	-1.1	1.2	-13.7	2.2	-5.3	39.4	-13.6	-2.6	1.6
Cc1ccc(CCNC(=O)CN2CCN(Cc3ccccc3F)C2=O)cc1	-7.3	-0.6	3.4	4.6	1.4	1.4	22.6	-28.0	-1.9	1.1
CCc1cc(C(=O)c2ccc(OC)cc2)c(NC(=O)CC(C)(C)CC(=O)O)s1	20.8	0.2	-4.9	9.1	-1.5	-1.8	16.9	-26.0	3.3	-0.5
CCOC(=O)c1c(NC(=O)Cn2nnc(-c3ccc(Cl)cc3)n2)sc(CC)c1C	x	x	4.8	x	x	x	x	-35.0	-4.2	1.8
Cn1cccc1CC(=O)N/N=C/c1ccc(Cl)c([N+](=O)[O-])c1	-18.3	-0.3	1.2	1.9	1.0	0.2	29.8	-7.0	0.1	-4.0
COc1ccc(OC)c(NC(=O)CSc2nnc(Cn3nnc4ccccc43)n2C)c1	15.3	-0.6	-1.5	-3.4	-0.6	-3.4	22.1	0.3	0.4	-1.8
COc1ccc(CC(=O)OCC(=O)c2ccc(OC)cc2)cc1	-13.4	-41.3	-1.4	20.3	1.7	3.0	-44.5	-5.9	-1.7	2.0
Cc1cccc(N2CCN(CC(=O)Nc3ccc(S(=O)(=O)N4CCOCC4)cc3)CC2)c1C	-7.3	-20.5	-2.4	8.2	1.5	11.7	-0.2	-40.1	-0.4	4.5
CCOc1ccc(C(C(=O)NCC2CCCO2)N(Cc2cccnc2)C(=O)c2snc(C(N)=O)c2N)cc1 (centres undefined)	1.8	0.2	x	-6.5	0.7	-2.9	4.8	-5.8	-5.4	-3.4
O=C(Nc1cccnc1)/C(N=Nc1c(Cl)cccc1Cl)=C(\O)c1ccccc1	14.8	-0.3	-1.5	12.1	3.8	-1.9	31.6	-19.4	0.3	0.4
Cc1ccc(O)c(-c2cc3ccccc3[nH]2)c1	-130.6	2.5	-1.7	43.9	-0.8	24.6	13.1	-60.0	0.2	5.2
C/C(N)=C(/C#N)C(=O)COC(=O)c1cc2c(s1)CCCC2	-50.3	3.1	-0.4	x	0.1	x	-56.6	-10.8	-6.8	2.8
Cc1ccc(-c2cc(C(=O)NCc3ccc4c(c3)OCO4)[nH]n2)c(O)c1C	-5.3	0.0	-1.1	2.9	2.8	7.6	-0.2	-21.6	0.0	-0.1
Cn1cc(/C=N/NC(=O)c2cc3cc(Br)ccc3o2)c2ccccc21	15.5	0.8	-2.1	-5.7	-2.2	-0.8	24.1	-2.3	1.0	-1.2
CCOC(=O)c1ccc(NC(=O)/C=C/c2cccs2)cc1	-251.1	5.2	-2.7	53.2*	2.4	31.9	20.1	-81.2	0.1	4.2
COc1ccc(NC(=O)CSc2nc3c(c(=O)[nH]2)CCC3)cc1OC	11.6	11.7*	-2.9	20.6	4.7	8.0	8.7	-10.8	4.1	0.5
CC(C)Oc1ccc(CNC(=O)CCC(=O)N2CCSc3ccccc32)cc1	-4.0	-0.2	2.6	-1.9	1.2	5.4	14.7	-2.6	-1.0	-4.3
O=C(CNS(=O)(=O)c1cccc(Cl)c1)Nc1ccc(-c2nc3ccccc3s2)cc1	-41.5	0.6	0.1	2.9	3.6	6.9	22.5	-72.9	-0.2	2.4
CCCCc1nnc(NC(=O)CSc2nc(O)c(-c3ccccc3)c(=O)[nH]2)s1	-13.1	0.0	0.1	-1.2	-4.1	4.3	37.5	-12.4	-1.1	2.1
Cc1ccc(NC(=O)CO/N=C/c2ccccc2C)c(C)c1	-19.0	0.6	-5.4	-5.7	2.5	-7.0	6.0	-31.2	2.2	-2.4
C/C(=N/OC(=O)c1ccc(C)cc1)c1cccs1	-8.4	0.5	4.4	-0.9	2.3	-7.9	18.0	-0.3	6.2	1.8
Cc1nc2cc(Cl)ccc2n1CCO	11.7	-0.1	1.7	4.5	1.7	-8.3	6.4	-12.4	1.6	2.9
CC1=C(n2nnc3ccccc32)C(c2ccccc2)C(C#N)=C(N)O1 (centres undefined)	-14.2	0.2	4.8	-10.6	3.0	-7.7	13.6	-15.3	-4.2	1.6
COc1cc(CNC2CCCCCCC2)cc(Cl)c1OC	-18.3	1.6	-0.9	-44.1	-1.5	-30.5	8.5	-15.1	1.1	6.4

Three compounds picked at random from those above:
SMILES	aSyn 5UTR inh	HIF act	GSK3 alpha inh	HSF1 activator	GSK3B inh	HSF1 inh	AI-2 QS mod	KLF5 inh	IEC-6 cytotox	HSP90 refold inh
CCc1nn(CC(=O)NCCCc2ccccc2)c(=O)c2cc3cc(F)ccc3n12	-8.1	0.0	1.5	0.7	3.0	-4.6	48.4	-22.8	-2.1	-1.9
COc1ccc(NC(=O)CSc2nc3c(c(=O)[nH]2)CCC3)cc1OC	11.6	11.7*	-2.9	20.6	4.7	8.0	8.7	-10.8	4.1	0.5
CC(O)C(=O)NCCOCCOCCNC(=O)C(C)O (centres undefined)	10.1	-0.2	-2.0	-13.9	-3.6	-6.9	16.2	-9.0	4.3	1.4

Other results follow.
SMILES	aSyn 5UTR inh	HIF act	GSK3 alpha inh	HSF1 activator	GSK3B inh	HSF1 inh	AI-2 QS mod	KLF5 inh	IEC-6 cytotox	HSP90 refold inh
O=C(Nc1ccccc1F)C1COc2ccccc2O1 (centres undefined)	-90.8	1.8	-2.0	-3.3	-0.4	2.8	-4.8	-23.0	-1.6	-3.5
CCCN(CCC)CCNC(=O)C1CCN(S(=O)(=O)c2cccc3nsnc23)CC1	-0.4	0.5	2.4	-5.3	4.1	0.2	38.8	-22.3	-7.0	-3.5
CN(C(=O)CSc1nnc2ccccn12)C1CCS(=O)(=O)C1 (centres undefined)	0.4	-0.6	-1.7	10.6	1.8	10.1	2.8	-43.5	1.5	4.3
CN(C)c1nc(N(C)C)n(C(=O)c2ccc(F)cc2)n1	1.1	0.1	-1.4	-1.3	-1.1	0.9	7.9	-8.7	7.1	-1.3
O=C(Cn1cnc2ccccc2c1=O)NCC(=O)N1CCN(Cc2ccc3c(c2)OCO3)CC1	x	x	-0.2	x	x	x	x	-12.2	0.3	4.6
COCc1cc(=O)n2[nH]c(-c3cccs3)cc2n1	-32.7	-0.6	-1.2	-2.6	0.2	-1.4	19.6	-26.1	0.7	-0.3
Cc1nc(S(=O)(=O)N(C)c2ccccc2)c(C#N)c(C)c1Cl	-76.5	-38.0	-0.9	9.0	2.3	-6.0	3.7	-12.1	1.2	-1.0
C=CCC1(NC(C)c2ccccc2)CCCCC1 (centres undefined)	-3.3	-0.3	-3.2	-6.1	1.1	-4.7	21.9	6.2	-1.4	0.1
